D1 antag: Antagonist of Human D 1 Dopamine Receptor: qHTS; D(1A) dopamine receptor (Homo sapiens), P21728; 3.2% of 360,000 active; HEK293 TREx D1 cells, calcium flux, dopamine EC80; active compounds read low; activity change, negative = inhibition, % at 10 µM; in the data active = activity change below about -30%; also: % is scaled to controls: 0 for no effect and ±100 for the full control effect
Target sequence (P21728 whole entry, looked up): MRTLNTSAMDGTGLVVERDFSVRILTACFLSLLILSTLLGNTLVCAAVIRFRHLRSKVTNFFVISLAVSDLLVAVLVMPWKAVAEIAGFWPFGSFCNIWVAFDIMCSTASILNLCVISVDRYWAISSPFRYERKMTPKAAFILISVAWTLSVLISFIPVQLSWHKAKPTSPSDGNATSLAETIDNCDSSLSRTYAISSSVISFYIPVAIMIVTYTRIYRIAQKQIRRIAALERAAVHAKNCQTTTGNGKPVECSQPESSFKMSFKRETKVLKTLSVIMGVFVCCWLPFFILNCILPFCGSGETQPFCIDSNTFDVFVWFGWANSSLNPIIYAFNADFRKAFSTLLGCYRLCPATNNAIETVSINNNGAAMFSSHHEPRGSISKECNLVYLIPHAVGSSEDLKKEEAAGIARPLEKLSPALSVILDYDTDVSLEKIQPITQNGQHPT
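Kinetic fluorescence of a calcium dye serves as the read-out. D1-expressing Hek293 Trex cells, induced overnight at 30 C, are exposed to compound for 180 s before an EC80 dopamine addition, then read 180 s further.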
D1 ag: Allosteric Agonists of the Human D1 Dopamine Receptor: qHTS; 1% of 360,000 active; HEK293 T-REx D1 cells, calcium flux, agonist mode; D(1A) dopamine receptor (Homo sapiens), P21728; activation, % at 2 µM; also: 0% is about no effect
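Inducible HEK293 T-REx D1 cells, force-coupled to calcium signalling, were plated at 4000 cells/well with tetracycline and held overnight at 30 C. After no-wash calcium dye loading, compound-evoked calcium rise over 180 s flagged agonists.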
D1 potentiator: Potentiators of Human D1 Dopamine Receptor: qHTS; D(1A) dopamine receptor (Homo sapiens), P21728; HEK293 TREx D1 cells, calcium flux, dopamine EC20 potentiation; potentiation, % at 10 µM; 0.036% of 360,000 active; AID 504651, 2011; in the data active = potentiation above about 30%; also: 0% is about no effect
D2 antagonist: HTS Assay for Allosteric Antagonists of the Human D2 Dopamine Receptor: Primary Screen for Antagonists | D(2) dopamine receptor (Homo sapiens), P14416 | 2% of 340,000 active | inhibition, % at 10 µM | HEK293 TREx D2 cells, calcium flux, dopamine EC80; in the data active = inhibition above about 30%; also: 0% is about no effect
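Dopamine at EC80 is the agonist stimulus; test compounds precede it by 180 s. Calcium flux read kinetically in a force-coupled, inducible HEK293 T-REx D2 cell line.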
TRHR PAM: qHTS for Small Molecule Agonists and Allosteric Enhancers of Human TRH Receptor: Primary Screen for Enhancers. Thyrotropin-releasing hormone receptor (Homo sapiens), P34981. TRHR cells, fluo-8 calcium fluorescence, EC20 TRH enhancement. enhancement, % at 2 µM. 0.66% of 360,000 active. AID 493056, 2011; in the data active = enhancement above about 30%; also: 0% is about no effect
Target sequence (P34981 whole entry, looked up): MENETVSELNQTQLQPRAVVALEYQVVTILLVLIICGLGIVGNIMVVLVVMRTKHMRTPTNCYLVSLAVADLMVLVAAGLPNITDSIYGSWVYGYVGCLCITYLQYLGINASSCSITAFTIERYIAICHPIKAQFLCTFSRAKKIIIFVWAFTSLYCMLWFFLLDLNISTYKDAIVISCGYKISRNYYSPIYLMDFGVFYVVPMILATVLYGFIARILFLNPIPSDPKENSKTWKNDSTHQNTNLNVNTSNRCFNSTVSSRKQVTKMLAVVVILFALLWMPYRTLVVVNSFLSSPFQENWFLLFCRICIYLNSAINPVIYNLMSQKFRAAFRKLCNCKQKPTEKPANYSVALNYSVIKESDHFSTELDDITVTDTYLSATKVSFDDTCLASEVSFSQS
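TRHR-expressing cells loaded with fluo-8 calcium dye were read kinetically (ex 480/em 530) during compound addition, then stimulated with an EC20 of TRH (10 nM final). Enhancement of the Gq-mediated intracellular calcium response was scored.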
RXFP1 antag: qHTS Assay for Antagonists of the Relaxin Receptor RXFP1; activity change, negative = inhibition, % at 57.5 µM; Relaxin receptor 1 (Homo sapiens), Q9HBX9; HEK293-RXFP1, relaxin-stimulated cAMP HTRF, 30 min; active compounds read low; 0.59% of 350,000 active; AID 1259400, 2018;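 active = activity change of -60% or lower, but not beyond a set lower limit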; also: % is scaled to controls: 0 for no effect and ±100 for the full control effect
TRHR agonist: qHTS for Small Molecule Agonists and Allosteric Enhancers of Human TRH Receptor: Primary Screen for Agonists; TRHR cells, calcium flux fluo-8, FDSS agonist mode; activation, % at 2 µM; 0.18% of 360,000 active; also: 0% is about no effect
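Fluo-8-loaded TRHR cells; 10 s baseline, compound added, kinetic Ca2+ fluorescence read 1/s, agonist mode.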
D2 PAM: HTS Assay for Positive Allosteric Modulators of the Human D2 Dopamine Receptor: Primary Screen for Potentiators | D(2) dopamine receptor (Homo sapiens), P14416 | HEK293 T-REx D2, calcium flux, EC20 dopamine potentiation | potentiation, % at 10 µM | 0.34% of 340,000 active;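 active = potentiation over 3 SD above the plate norm, cut at about 30% in these data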; also: 0% is about no effect
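Potentiation of an EC20 dopamine calcium response is measured in a force-coupled, tetracycline-inducible Hek293 Trex D2 line. Compound-only kinetic reads over 180 s flag agonists before dopamine addition.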
D2 ag: HTS Assay for Allosteric Agonists of the Human D2 Dopamine Receptor: Primary Screen for Agonists; HEK293 T-REx D2 cells, calcium flux agonist mode; activation, % at 2 µM; 0.53% of 340,000 active;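 active = activation over 3 SD above normal in the single-dose calcium agonist read, cut at about 30% in these data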; also: 0% is about no effect
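Tetracycline-induced HEK293 T-REx cells with force-coupled D2 receptor, plated overnight at 30 C, loaded with no-wash calcium dye. After a 10 s baseline, compound was pin-added and calcium flux read kinetically for 180 s; calcium rises flagged agonists.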
* marks the source's active call; other numbers are inactive results. Rule as the data show it, unless noted: active = activation above about 30%; inactive = the rest.

What do the screens show for `Oc1c(C(Nc2ccccn2)c2ccccn2)ccc2cccnc12` (stereo unspecified)?
D1 antag: -3; D1 ag: 1; D1 potentiator: 4; D2 antagonist: 2; TRHR PAM: 13; RXFP1 antag: 9; TRHR agonist: 0.1; D2 PAM: 1; D2 ag: 0.3

How did CC(C)C(=O)Nc1cccc(-c2nc3ccccc3c(=O)o2)c1 do in these assays?
D1 antag: 1; D1 ag: 0; D1 potentiator: 1; D2 antagonist: -1; TRHR PAM: 3; RXFP1 antag: 11; TRHR agonist: 0.3; D2 PAM: -7; D2 ag: 0.2

What do the screens show for `COc1cccc(/C=N/Nc2ccnc(=O)[nH]2)c1O`?
D1 antag: -9; D1 ag: 2; D1 potentiator: -1; D2 antagonist: -1; TRHR PAM: -2; RXFP1 antag: -14; TRHR agonist: 0.9; D2 PAM: 4; D2 ag: 0.6

What do the screens show for `CSc1nsc2nc(=O)c(/C=C3\C=Nc4ccccc43)c(N)n12`?
D1 antag: -9; D1 ag: 3; D1 potentiator: -9; D2 antagonist: 3; TRHR PAM: -15; RXFP1 antag: -20; TRHR agonist: -1.3; D2 PAM: -4; D2 ag: 1.9

Results for O=C(c1noc2c1CCCC2)N1CCc2ccccc2C1 ?
D1 antag: -5; D1 ag: 3; D1 potentiator: -7; D2 antagonist: 9; TRHR PAM: 9; RXFP1 antag: -4; TRHR agonist: 0.4; D2 PAM: 10; D2 ag: 0.1

Results for CN(C)S(=O)(=O)c1cccc(C(=O)NCC2CCCO2)c1 (stereo unspecified) ?
D1 antag: 5; D1 ag: -1; D1 potentiator: 7; D2 antagonist: 18; TRHR PAM: 9; RXFP1 antag: -6; TRHR agonist: 0.6; D2 PAM: 27; D2 ag: -0.2

What do the screens show for `CC1=CC(C)(C)N(C(=O)CN2C(=O)c3ccccc3C2=O)c2ccc(C)cc21`?
D1 antag: 12; D1 ag: 1; D1 potentiator: 4; D2 antagonist: 4; TRHR PAM: 7; RXFP1 antag: -10; TRHR agonist: 0.0; D2 PAM: -2; D2 ag: 0.6

Results for CC(C)[C@H](NC(=O)N1CCn2c1nc1ccccc12)C(=O)NCC1CCCO1 (stereo partly specified) ?
D1 antag: -4; D1 ag: 2; D1 potentiator: -1; D2 antagonist: -11; TRHR PAM: -4; RXFP1 antag: 23; TRHR agonist: -0.2; D2 PAM: 1; D2 ag: -0.8

What do the screens show for `CCC1(c2ccccc2)NC(=S)N(c2ccc(C)cc2)N1` (stereo unspecified)?
D1 antag: 6; D1 ag: 1; D1 potentiator: -5; D2 antagonist: -2; TRHR PAM: 3; RXFP1 antag: 13; TRHR agonist: -0.7; D2 ag: 0.1

What do the screens show for `S=c1nccc(-c2cccs2)[nH]1`?
D1 antag: -4; D1 ag: -1; D1 potentiator: 2; D2 antagonist: 2; TRHR PAM: -4; RXFP1 antag: -13; TRHR agonist: -0.5; D2 PAM: 14; D2 ag: 1.0

What do the screens show for `COc1cccc(CN(C)C(=O)Cc2ccc(OC)c(S(=O)(=O)N3CCOCC3)c2)c1`?
D1 antag: -6; D1 ag: 0; D1 potentiator: -2; D2 antagonist: -4; TRHR PAM: 1; RXFP1 antag: 6; TRHR agonist: -0.4; D2 PAM: 3; D2 ag: -0.8

Results for CCOC(=O)CC1C(=O)NCCN1Cc1ccc(OC)c(OC)c1 (stereo unspecified) ?
D1 antag: 11; D1 ag: 1; D1 potentiator: -3; D2 antagonist: -16; TRHR PAM: 5; RXFP1 antag: -4; TRHR agonist: -1.1; D2 PAM: 6; D2 ag: 0.6

What do the screens show for `O=C(CNC(=O)c1ccccc1F)NC1=NCCS1`?
D1 antag: -14; D1 ag: 0; D1 potentiator: -4; D2 antagonist: -13; TRHR PAM: 2; RXFP1 antag: 8; TRHR agonist: 0.2; D2 PAM: 21; D2 ag: 0.3

Results for c1ccc(-c2noc(-c3ccco3)n2)nc1 ?
D1 antag: 12; D1 ag: 1; D1 potentiator: 0; D2 antagonist: 1; TRHR PAM: 8; RXFP1 antag: -2; TRHR agonist: 0.4; D2 PAM: 0; D2 ag: -0.1

How did CCOc1cc(/C=C2/C(=O)ON=C2C)ccc1OCc1ccccc1 do in these assays?
D1 antag: 6; D1 ag: 0; D1 potentiator: -5; D2 antagonist: -7; TRHR PAM: 19; RXFP1 antag: -12; TRHR agonist: 0.2; D2 PAM: -5; D2 ag: 1.5

What do the screens show for `Cc1cc(C)nc(SCC(=O)Nc2ccnc3ccccc23)n1`?
D1 antag: -10; D1 ag: 24; D1 potentiator: 2; D2 antagonist: -24; TRHR PAM: 1; RXFP1 antag: -22; TRHR agonist: -3.0; D2 PAM: 6; D2 ag: -0.1

What do the screens show for `CC1CCCN(C(=O)Cn2nnc(-c3ccc(N(C)C)cc3)n2)C1` (stereo unspecified)?
D1 antag: -6; D1 ag: 6; D1 potentiator: 3; D2 antagonist: -9; TRHR PAM: -5; RXFP1 antag: 2; TRHR agonist: -0.4; D2 PAM: 14; D2 ag: 1.5

How did CCN1C(=O)C(CC(=O)Nc2ccc(C)cc2C)Nc2cc(S(=O)(=O)N(C)C)ccc21 (stereo unspecified) do in these assays?
D1 antag: 32; D1 ag: 1; D1 potentiator: -5; D2 antagonist: 12; TRHR PAM: 2; RXFP1 antag: 0; TRHR agonist: -0.2; D2 PAM: 1; D2 ag: 1.9

Results for Cc1nc2c(C)cccc2cc1C(=O)N/N=C/c1ccc(O)cc1 ?
D1 antag: -19; D1 ag: 2; D1 potentiator: -3; D2 antagonist: -8; TRHR PAM: 0; RXFP1 antag: 16; TRHR agonist: -0.1; D2 PAM: -6; D2 ag: 0.3

What do the screens show for `Cc1nnc(NC(=O)c2cccc(S(=O)(=O)N3CCCC3)c2)s1`?
D1 antag: -1; D1 ag: 1; D1 potentiator: 5; TRHR PAM: 2; RXFP1 antag: -11; TRHR agonist: 0.7

What do the screens show for `CC(C)(C)NC(=O)COC(=O)c1ccc(Cl)c(S(N)(=O)=O)c1`?
D1 antag: 2; D1 ag: 4; D1 potentiator: 0; D2 antagonist: -7; TRHR PAM: 1; RXFP1 antag: -1; TRHR agonist: -0.7; D2 PAM: 4; D2 ag: 5.8

How did CCC(CO)NC(=O)c1cc2c(s1)CCC2 (stereo unspecified) do in these assays?
D1 antag: 20; D1 ag: 1; D1 potentiator: -4; TRHR PAM: -3; RXFP1 antag: -1; TRHR agonist: 0.0; D2 PAM: -2

What do the screens show for `COc1ccc(N2CC(C(=O)Nc3nnc(Cc4ccccc4)s3)CC2=O)cc1` (stereo unspecified)?
D1 antag: -4; D1 ag: 9; D2 antagonist: -13; TRHR PAM: -3; RXFP1 antag: -25; TRHR agonist: -0.5; D2 PAM: 0; D2 ag: 1.2

How did CCn1c(-c2ccccc2Cl)nn(CC(=O)Nc2ccc(OC)cc2)c1=S do in these assays?
D1 antag: 8; D1 ag: 1; D1 potentiator: 0; D2 antagonist: 13; TRHR PAM: -3; RXFP1 antag: -13; TRHR agonist: -0.3; D2 PAM: 1; D2 ag: -0.1

How did Cc1cccc(C(=O)Nc2ccc3nc(SCCOc4ccccc4)sc3c2)c1 do in these assays?
D1 antag: -5; D1 ag: 9; D1 potentiator: -2; TRHR PAM: 3; TRHR agonist: 1.1; D2 PAM: 6; D2 ag: 2.6

What do the screens show for `Cc1cc(C)cc(N(CC(=O)Nc2ccc(-c3nc4ccc(C)cc4s3)cc2)S(C)(=O)=O)c1`?
D1 antag: -8; D1 ag: 5; D1 potentiator: -2; D2 antagonist: 13; TRHR PAM: 6; RXFP1 antag: -11; TRHR agonist: 0.4; D2 PAM: -7; D2 ag: 2.0

What do the screens show for `CC1CC(NNC(=O)c2ccccc2)=Nc2ccccc2N1C` (stereo unspecified)?
D1 antag: -15; D1 ag: 2; D1 potentiator: -3; D2 antagonist: 4; TRHR PAM: -2; TRHR agonist: 0.7; D2 PAM: -2; D2 ag: 2.1

What do the screens show for `O=C(OCC(=O)N1CCN(C(=O)c2ccco2)CC1)c1cc(-c2ccco2)nc2ccccc12`?
D1 antag: -23; D1 ag: 0; D1 potentiator: -12; D2 antagonist: 27; TRHR PAM: -2; RXFP1 antag: -10; TRHR agonist: 0.4; D2 PAM: -2; D2 ag: 0.0

How did COc1ccc(-c2c/c(=N\c3nc(-c4ccccc4)c(C)s3)c3ccccc3o2)cc1O do in these assays?
D1 ag: 3; D1 potentiator: 0; D2 antagonist: 0; TRHR PAM: 1; RXFP1 antag: -12; TRHR agonist: 0.8; D2 PAM: 14; D2 ag: -1.3

Results for COc1ccc(OC)c(NC(=O)c2ccccc2NC(=O)c2ccco2)c1 ?
D1 antag: 3; D1 ag: 4; D1 potentiator: -2; TRHR PAM: 8; RXFP1 antag: -5; TRHR agonist: -0.6

Copied from the entries so far (three entries):
What do the screens show for `Cc1cc(C)nc(SCC(=O)Nc2ccnc3ccccc23)n1`?
D1 antag: -10; D1 ag: 24; D1 potentiator: 2; D2 antagonist: -24; TRHR PAM: 1; RXFP1 antag: -22; TRHR agonist: -3.0; D2 PAM: 6; D2 ag: -0.1

What do the screens show for `CC1CCCN(C(=O)Cn2nnc(-c3ccc(N(C)C)cc3)n2)C1` (stereo unspecified)?
D1 antag: -6; D1 ag: 6; D1 potentiator: 3; D2 antagonist: -9; TRHR PAM: -5; RXFP1 antag: 2; TRHR agonist: -0.4; D2 PAM: 14; D2 ag: 1.5

How did CCN1C(=O)C(CC(=O)Nc2ccc(C)cc2C)Nc2cc(S(=O)(=O)N(C)C)ccc21 (stereo unspecified) do in these assays?
D1 antag: 32; D1 ag: 1; D1 potentiator: -5; D2 antagonist: 12; TRHR PAM: 2; RXFP1 antag: 0; TRHR agonist: -0.2; D2 PAM: 1; D2 ag: 1.9

Next part
Results for O=C1CCN(Cc2ccc(O)cc2)CCN1[C@H](CO)c1ccccc1 ?
D1 antag: 1; D1 ag: 1; D1 potentiator: 4; D2 antagonist: 5; TRHR PAM: 6; TRHR agonist: 0.0; D2 PAM: -4; D2 ag: -0.6

What do the screens show for `Cc1ccccc1NC(=O)c1sc(Cl)nc1-c1ccccc1`?
D1 antag: 8; D1 ag: 7; D1 potentiator: -8; D2 antagonist: 31*; TRHR PAM: -2; RXFP1 antag: -15; TRHR agonist: -0.5; D2 PAM: -1; D2 ag: -0.1

What do the screens show for `CCOCCCNC(=O)COc1ccc(OC)cc1`?
D1 antag: -14; D1 ag: 3; D1 potentiator: 10; D2 antagonist: 1; TRHR PAM: -4; RXFP1 antag: -11; TRHR agonist: -0.5; D2 PAM: -2; D2 ag: -1.4

Results for NC(=O)C1CCN(C2=C(NS(=O)(=O)c3ccccc3)C(=O)c3ccccc3C2=O)CC1 ?
D1 antag: 4; D1 ag: 3; D1 potentiator: 6; D2 antagonist: 0; TRHR PAM: 1; RXFP1 antag: -4; TRHR agonist: 4.1; D2 PAM: -2; D2 ag: 2.6

Screening data from PubChem.
